Assay outcomes: PubChem BioAssay, several laboratories
Rab7 wt GTP bind = dog Rab7 wildtype GTP binding, inhibitors and activators; GTP binding activity (percent of control), % at 10 µM; actives 0.055% (n = 190,000); GST-Rab7 beads, fluorescent GTP binding, flow cytometry; actives lie on both sides; untreated = 100%, excess cold GTP = 0%;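 active = fluorescent GTP binding to Rab7 beads changed by at least 20 points from the 100% baseline, either direction, mostly lower; inconclusive = compound itself probably fluorescent, or too few beads counted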;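 note: median green fluorescence of bound Bodipy-FL-GTP per Rab7 bead population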
Mcl1-Bid inh = Mcl-1/Bid interaction inhibition | inhibition, % at 21.7 µM | TR-FRET Mcl-1/Bid-Dy647 peptide binding, 1536-well | actives 0.97% (n = 220,000) | Q07820 | AID 1021;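 active = compounds that cut the binding signal by more than half at the single screening dose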;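 note: His-tagged Mcl-1 with europium anti-His antibody binding Bid BH3 peptide; 0% = Mcl-1 plus peptide wells and 100% = peptide-only wells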
Target sequence (Q07820 whole entry, looked up): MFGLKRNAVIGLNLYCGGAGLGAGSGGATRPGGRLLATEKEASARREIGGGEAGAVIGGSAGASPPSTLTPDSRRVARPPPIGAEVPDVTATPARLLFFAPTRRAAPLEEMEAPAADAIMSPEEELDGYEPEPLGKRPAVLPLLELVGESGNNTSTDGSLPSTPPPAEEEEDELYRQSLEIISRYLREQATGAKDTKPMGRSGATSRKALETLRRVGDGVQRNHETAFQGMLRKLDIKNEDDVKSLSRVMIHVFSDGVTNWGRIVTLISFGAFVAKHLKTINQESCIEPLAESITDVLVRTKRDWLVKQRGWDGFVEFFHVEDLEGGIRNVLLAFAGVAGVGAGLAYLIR
Mcl1-Noxa inh = disrupts binding of human Mcl-1 to Noxa peptide. TR-FRET Mcl-1/Noxa peptide binding, 2 h. inhibition, % at 21.7 µM. actives 1.5% (n = 220,000). Q07820;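 active = compounds that cut the protein-peptide binding signal by more than 50% relative to plate controls in a single-dose test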;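 note: His-tagged Mcl-1 with rhodamine Noxa BH3 peptide and terbium anti-His antibody; 0% = Mcl-1 plus Noxa peptide wells and 100% = peptide-only wells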
Cdc42 wt GTP = modulators (inhibitors or activators) of GTP binding to human Cdc42 wildtype; AID 761; percent activity (GTP binding), % at 10 µM; actives 0.2% (n = 190,000); P60953; GST-Cdc42 beads, Bodipy-GTP binding, flow cytometry; actives lie on both sides;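 active = percent activity GTP binding at least 20 points away from the 100% baseline, either down as inhibitor or up as activator; inconclusive = compound flagged as likely green fluorescent from well-wide comparison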;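 note: median bead fluorescence of bound Bodipy-FL-GTP at 100 nM; 0% = excess unlabeled GTP control and 100% = no compound control; below 100% means less GTP binding so inhibitor and above means activator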
Target sequence (P60953 whole entry, looked up): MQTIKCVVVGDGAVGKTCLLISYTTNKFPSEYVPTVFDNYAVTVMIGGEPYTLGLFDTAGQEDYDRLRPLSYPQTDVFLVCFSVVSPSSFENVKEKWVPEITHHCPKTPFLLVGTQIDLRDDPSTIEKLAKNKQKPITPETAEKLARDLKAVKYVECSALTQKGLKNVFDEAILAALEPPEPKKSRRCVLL
Rac1 wt GTP bind = alters GTP binding to wildtype human Rac1; P63000; GST-Rac1 beads, fluorescent GTP binding, flow cytometry; actives lie on both sides; 0 = cold GTP competed, 100 = untreated; GTP binding activity (% of control), % at 10 µM; actives 0.27% (n = 190,000); AID 757;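 active = GTP binding activity at least 20 points away from the 100% control level, either lower or higher; inconclusive = compound flagged as likely green fluorescent, judged across all proteins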
Pf gametocyte = P. falciparum stage V gametocyte viability inhibition. actives 0.065% (n = 150,000). P. falciparum stage V gametocytes, ATP luminescence, 24 h. inhibition, % at 10.9 µM. AID 743093;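 active = inhibition above the mean plus 3 SD of compounds within the control limits, set per campaign, cut at about 38% in these data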;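 note: 0% = DMSO wells and 100% = medium only without gametocytes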
HRas wt GTP bind = modulators of GTP binding to human HRas wildtype | GST-Ras wt beads, Bodipy-FL-GTP binding, flow cytometry; actives lie on both sides | P01112 | AID 759 | actives 0.14% (n = 190,000) | GTP binding activity, % at 10 µM;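 active = GTP binding activity at least 20% away from the 100% baseline, either lowered as inhibitor or raised as activator; inconclusive = flagged as likely green fluorescent, judged across all proteins in the well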;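 note: 0% = unlabeled GTP competition control and 100% = no-compound control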
Target sequence (P01112 whole entry, looked up): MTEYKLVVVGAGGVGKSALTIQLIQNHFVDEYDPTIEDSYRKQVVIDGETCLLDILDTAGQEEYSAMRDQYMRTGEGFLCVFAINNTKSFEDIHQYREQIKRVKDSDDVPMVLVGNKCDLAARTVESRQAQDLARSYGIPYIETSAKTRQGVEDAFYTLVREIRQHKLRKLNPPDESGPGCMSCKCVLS
Avidin fluor = compound fluoresces at 488/530 nm on avidin beads. fluorescence (KMESF) at 10 µM. actives 0.38% (n = 220,000). AID 1775. compound fluorescence 488/530 nm, flow cytometry; stronger effect = higher value; in the data active = fluorescence above about 47; note: inactives centre near 10
Rac1 mut GTP = human Rac1 activated mutant GTP binding change. P63000. GST-Rac1 activated beads, fluorescent GTP binding, flow cytometry; actives lie on both sides; 100% means binding = to untreated wells. percent activity (GTP binding), % at 10 µM. actives 0.11% (n = 190,000);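 active = GTP binding at least 20 percentage points away from the 100% baseline, in either direction, so actives lie on both sides; inconclusive = Compound likely fluorescent itself, or too few beads counted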
Bim-Mcl-1 = inhibitors of Bim-Mcl-1 interaction, human; Bead-based flow cytometry, Bim peptide-Mcl-1 binding; inhibition, % at 10 µM; AID 1009; Q07820; actives 0.1% (n = 190,000); in the data active = inhibition above about 40%;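 note: 0% = no compound tracer wells and 100% = peptide blocker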
Rab2A wt mod = changes GTP binding to wildtype dog Rab2A, up or down; GTP binding activity, % at 10 µM; actives 0.19% (n = 190,000); GST-Rab2 wt beads, Bodipy-GTP binding, flow cytometry; P61105;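 active = GTP binding activity at least 20 points away from 100%, either lowered or raised; inconclusive = signal likely due to the compound's own green fluorescence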;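 note: 0% = beads with excess unlabeled GTP and 100% = no-compound control corrected for plate trend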
An asterisk follows results filed as active; ? = inconclusive; · = no result given. Compounds were not picked by outcome; about 2.7% have a hit in one of these screens.

SMILES	Rab7 wt GTP bind	Mcl1-Bid inh	Mcl1-Noxa inh	Cdc42 wt GTP	Rac1 wt GTP bind	Pf gametocyte	HRas wt GTP bind	Avidin fluor	Rac1 mut GTP	Bim-Mcl-1	Rab2A wt mod
CCO[C@@H]1OC(C(=O)N2CCN(Cc3ccc4c(c3)OCO4)CC2)=C[C@H](c2cn(C(C)=O)c3ccccc23)[C@H]1CCCO	102	-1	-2	90	94	·	94	7	93	-1	95
c1ccc2c(NCC3CCCO3)nc(-c3ccncc3)nc2c1 (centres undefined)	98	-3	13	102	106	·	100	10	98	-1	102
Cc1noc(C)c1CSc1nc2ccccc2nc1NS(=O)(=O)c1ccc(Cl)cc1	96	42	24	93	96	·	95	5	92	0	94
NC(=O)N1CCCC1C(=O)Nc1ccc(Cl)c(Cl)c1 (centres undefined)	102	-4	5	103	101	·	102	34	99	1	100
CCOC(=O)c1c(-c2ccc(-c3ccccc3)cc2)csc1NC(=O)c1cccc(N2C(=O)CCC2=O)c1	99	-13	-45	103	101	-12	99	11	100	-4	98
Cc1cccc(NC(=O)CSc2nc3ccccc3o2)c1	98	-22	3	101	102	·	99	8	98	-2	98
Nc1n[nH]c(N)c1N=Nc1ccccc1	90	-57	4	96	95	-1	93	11	94	0	93
COc1ccccc1NC(=O)c1cc(Sc2nncn2C)nc2ccccc12	103	-26	13	112	118	·	105	7	99	-1	104
O=C(CSc1nnc(-c2ccccc2O)o1)N1CCc2ccccc2C1	98	-5	9	95	90	-28	96	8	91	0	93
Cc1[nH]c2ccccc2c1C(=O)C(=O)NCC1CCCO1 (centres undefined)	104	-17	-1	99	99	4	96	9	99	0	99
COc1ccc(C2C(C#N)=C(N)Oc3c2oc(CO)cc3=O)cc1 (centres undefined)	107	-22	12	98	97	-13	96	8	99	0	97
O=C(NCCO)c1cccc2c1-c1ccccc1C2=O	99	-7	20	99	103	-1	103	6	102	0	103
COc1ccc(NCc2nnc(SCC(=O)Nc3ccc(OC)cc3OC)o2)cc1	104	-62	-18	98	98	11	99	7	96	-2	100
CCCOc1ccc(N2C(=O)CC(N3CCCC(C(=O)N4CCCC4)C3)C2=O)cc1 (centres undefined)	96	-9	-3	98	96	·	97	12	92	-2	97
O=C(Nc1ccccc1C(=O)NC(Cc1ccc(O)cc1)C(=O)O)c1ccccc1 (centres undefined)	97	-23	14	95	97	·	94	11	95	4	95
COc1ccc(-c2nc3ccccc3c(C(=O)Nc3ccc(S(=O)(=O)Nc4cc(C)on4)cc3)c2C)cc1	98	-33	10	100	106	·	99	9	96	-9	98
COc1ccc(Br)cc1C1Nc2ccccc2C(=O)N1NC(=O)c1ccncc1 (centres undefined)	97	-3	-2	97	100	6	97	8	98	-1	96
Cc1n(-c2ccccc2)c2ccc(Cl)cc2[n+]1CCO	97	-35	16	98	99	-20	98	11	98	1	99
O=C1CCCc2ccccc2N1Cc1cccc(F)c1	106	-7	-3	95	97	-9	100	20	97	-1	100
CCN1CC(CN(C)Cc2cn(-c3cccc(C)c3)nc2-c2cccc(F)c2)CC1=O (centres undefined)	108	-14	8	97	98	17	97	6	93	-4	98
COCCC(=O)Nc1ccc2c(c1)CN(C(=O)CCSC)CC2	96	-45	2	97	96	13	96	6	96	0	96
Cc1ccc(-c2nnn(CC(=O)N3c4ccccc4CCc4ccccc43)n2)cc1	99	7	19	104	106	-4	103	22	102	-5	100
CCOC(=O)C1C(=O)C=C(Nc2ccccc2F)CC1c1ccccc1 (centres undefined)	104	-1	7	99	102	10	99	11	98	-9	97
Cc1cccc(-n2c(C)cc(/C=N/NC(=O)c3ccc(CN4CCOCC4)cc3)c2C)c1	?	-38	·	?	?	·	?	12	?	0	?
CCN(C(=O)COC(=O)CNC(=O)c1ccc(F)cc1)C1CCS(=O)(=O)C1 (centres undefined)	103	-7	6	97	96	·	97	10	95	-2	98
Cc1cc(C(=O)OCC(=O)NCc2ccco2)c(C)n1-c1ccc(F)cc1	99	-7	-8	99	100	·	98	10	96	-1	97
COc1cc(C2=NOC(C(=O)NC3CCCCC3)C2)cc(OC)c1OC (centres undefined)	93	-16	-10	95	96	8	97	15	95	-1	94
Clc1ccc(-c2cn3cc(Br)ccc3n2)cc1Cl	102	-3	14	99	100	·	100	19	100	-6	100
CCCCC(=O)NC(=S)Nc1cccc(Cl)c1N1CCCCC1	100	-5	3	101	106	-11	102	3	99	-2	99
CN(C)c1nc(OCCNC(=O)COc2ccc(Cl)cc2Cl)nc(N2CCOCC2)n1	99	-4	6	100	100	-32	99	2	99	-2	101
Cc1cccc(CCNC(=O)c2nnc(Cc3ccc(Cl)cc3)o2)c1	98	3	-3	95	102	·	97	2	96	-4	96
COc1cccc(CN2CCNC(=O)C2CC(=O)NCCn2ccc3ccccc32)c1OC (centres undefined)	100	-58	20	98	102	19	101	9	94	0	97
Cc1cccc(C)c1OCc1nc2ccccc2c(=O)n1/N=C/c1c[nH]c2ccccc12	101	12	-5	100	101	2	99	10	94	-4	99
O=C(C1CCN(Cc2ccc(Cl)cc2)CC1)N1CCN(C(c2ccccc2)c2ccccc2)CC1	98	9	23	99	101	·	98	20	100	-3	101
CNc1ccccc1-n1ccc(-c2ccccc2)n1	95	-22	-4	92	93	22	95	9	94	1	96
c1ccc2c(N3CCCCC3)nc(N3CCCCC3)nc2c1	101	4	-1	101	101	·	101	36	98	-3	100
Cc1nn(Cc2ccccc2)c(Cl)c1C(=O)OCc1nnc(-c2ccc(Cl)cc2)o1	107	-16	-4	104	101	-16	104	13	97	2	107
Nc1nc(SCC(=O)Nc2ccc([N+](=O)[O-])cc2)n[nH]1	106	-15	14	98	103	1	102	11	99	6	100
O=C(CSc1nc2c(cnn2-c2ccc(F)cc2)c(=O)[nH]1)N1CCCCCC1	103	15	0	103	101	·	98	16	97	-5	96
O=C(OC(C(=O)Nc1cc(Cl)cc(Cl)c1)c1ccccc1)C1=COCCO1 (centres undefined)	98	3	-15	97	104	-1	98	12	94	-1	99
O=C(NCCN1CCOCC1)c1ccc2c(c1)N(Cc1ccc(F)cc1)C(=O)CS2	101	-10	0	99	97	·	98	6	95	3	99
Nc1nnc(SCn2nnc3ccccc3c2=O)s1	97	-14	2	96	99	-12	95	25	96	-23	96
Cc1nn(-c2ccccc2)c2c1C1(C(=O)N(C)c3ccccc31)C(C#N)=C(N)O2 (centres undefined)	96	-19	-7	95	96	·	98	7	95	-3	96
Cc1ccc(NC(=O)CSc2nnc3n2CCCCC3)cc1	99	-4	26	101	104	9	95	24	99	-1	97
S=C(Nc1ccccc1Cl)N1CCOCC1	99	-53	4	101	105	-25	101	4	102	-5	102
CC(=O)Nc1ccc(S(=O)(=O)Nc2nc3ccccc3nc2-n2ccc(=NC(=O)c3ccc(F)cc3)cc2)cc1	103	-24	-2	92	99	6	99	10	94	-3	95
Cc1cccc(C(=O)OCC(=O)NCC(C)C)c1O	96	-16	-1	96	98	9	94	11	95	4	96
CCN1CCN(C(CC(C)C)c2nnnn2CS(=O)(=O)c2ccc(C)cc2)CC1 (centres undefined)	100	-5	23	99	99	·	98	11	97	-4	98
CCOc1cc(N2CCOCC2)c(OCC)cc1NC(=O)CN1C(=O)NC(C)(C2CC2)C1=O (centres undefined)	103	-66	10	97	96	3	99	8	94	0	100
CCOC(=O)Nc1cccc(NC(=O)c2ccccc2F)c1	101	-8	-5	98	98	·	96	12	94	4	95

Continuation.
SMILES	Rab7 wt GTP bind	Mcl1-Bid inh	Mcl1-Noxa inh	Cdc42 wt GTP	Rac1 wt GTP bind	Pf gametocyte	HRas wt GTP bind	Avidin fluor	Rac1 mut GTP	Bim-Mcl-1	Rab2A wt mod
O=C(NCC1CCCO1)c1ccc2c(=O)n(-c3ccc(F)cc3)c(=S)[nH]c2c1 (centres undefined)	106	-49	-12	100	106	-8	101	5	99	48*	102
COc1ccc(C2C(C(=O)O)CC(=O)N2C2CCCCC2)cc1 (centres undefined)	97	-12	-8	99	98	·	94	38	97	-1	96
CCO[C@@H]1OC(C(=O)N2CCN(Cc3ccccc3)CC2)=C[C@H](c2ccccc2)[C@H]1CCCO	104	-2	-4	98	100	·	98	6	98	0	97
O=C(CNc1c(Br)cc(Br)cc1Br)NN=C1CCCCC1	97	-7	11	102	101	·	100	14	99	-7	99
CCCNS(=O)(=O)c1ccc(CCC(=O)NCCc2ccc(OC)c(OC)c2)cc1	104	-10	12	94	99	9	97	8	94	-3	96
NC(=O)C1(NC(=O)[C@@H]2CC3(CC(c4cccc(NC(=O)[C@@H]5CCC(=O)N5)c4)=NO3)CN2C(=O)c2ccccc2)CC1 (some centres undefined)	99	-13	28	100	99	·	99	34	95	1	98
CCOC(=O)CC1Sc2ccccc2NC1=O (centres undefined)	101	-8	4	104	106	·	100	24	97	-1	100
CC(=O)c1ccc(NC(=O)c2noc3c2CCC3)cc1	101	-25	17	92	97	-24	99	8	99	6	102
O=C(COc1ccc([N+](=O)[O-])cc1)N/N=C/c1ccccn1	98	1	-5	99	100	-10	100	27	98	0	99
COC(=O)c1ccc(CSc2nnc3c(Cl)cc(Cl)cn23)o1	104	-8	1	106	108	9	103	31	103	-8	105
[O-][n+]1onc2c3ccnnc3ccc21	98	26	4	96	97	8	97	38	94	-2	94
O=P(O)(O)CP(=O)(O)O	102	-3	-42	98	100	·	97	13	96	0	97
CO/N=C\CC(=O)Nc1ccc(F)cc1	99	-4	-5	101	104	·	99	5	100	1	100
O=C(CN1CCOCC1)Nc1ccc(OCc2ccccc2)cc1	97	-13	14	102	96	·	99	37	98	-3	97
CCOC(=O)N1CCN(S(=O)(=O)c2ccc(C)c(C)c2)CC1	98	-6	4	102	101	-2	100	46	100	-5	98
O=C(c1cc2ccccc2oc1=O)N1CCN(c2ncccn2)CC1	97	-21	-4	103	107	·	100	9	104	-1	100
CC(/C=C/C=C/c1ccccc1)=N\NC(=O)c1cccnc1	97	-7	13	101	100	·	97	11	98	1	100
COCCCn1c(-c2ccco2)nc2ccccc2c1=O	99	5	13	102	98	·	100	15	99	0	101
O=c1c2ccccc2nc(N/N=C/c2c(O)ccc3ccccc23)n1O	98	-15	1	99	97	·	98	5	97	-5	98
NNC(=O)CNC(=O)c1cccc(Br)c1	92	-18	·	93	90	11	91	10	88	-3	89
CC(=O)Oc1c(/C=C(\C#N)C(N)=O)[nH]c2ccccc12	102	-114	19	99	100	7	98	3	96	-15	95
CCC(CC)c1nnc(NC(=O)CN2C(=O)C3C4C=CC(C4)C3C2=O)s1 (centres undefined)	100	-20	-12	92	107	·	98	11	96	-1	99
